Source: PubChem BioAssay
STAT3 activator – increases IL-6 driven STAT3 reporter signal | U3A cells, IL-6 STAT3-luciferase reporter, luminescence; 100% = signal with IL-6 EC80 alone | hit rate 0.91% among 190,000 | activation (% of control), % at 5.6 µM;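 active = activation above the screen-wide mean of compound activation plus 3 SD, cut at about 130% in these data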;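 note: 0% = background luminescence of wells with medium and substrate only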
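Test system: STAT3-luciferase reporter U3A cells; Detection: reporter luminescence signal; Times: 1 h compound pre-exposure, 6 h IL-6 stimulation, 37 °C; Benchmarks: IL-6-only high control; Also added: IL-6 stimulus at 33 ng/mL final.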
ROMK primary – modulators of human ROMK potassium channel. P48048. B-score at 10 µM. hit rate 2% among 130,000. Tet-inducible ROMK, thallium flux fluorescence; actives lie on both sides;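 active = signal ratio slope over the read window, or its plate-corrected B-score, at least 3 SD from the plate mean, either direction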;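 note: B-score of the F/F0 ratio slope over 7 to 12 s after thallium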
PPARg SRC2 recr – agonists of SRC-2 recruitment by human PPARgamma. PPARgamma LBD-SRC-2 recruitment, biochemical. hit rate 0.34% among 200,000. activation, % at 8 µM. P37231; in the data active = activation above about 22%;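 note: 0% = vehicle and 100% = reference agonist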
Target sequence (P37231 whole entry, looked up, the tested form may be a part): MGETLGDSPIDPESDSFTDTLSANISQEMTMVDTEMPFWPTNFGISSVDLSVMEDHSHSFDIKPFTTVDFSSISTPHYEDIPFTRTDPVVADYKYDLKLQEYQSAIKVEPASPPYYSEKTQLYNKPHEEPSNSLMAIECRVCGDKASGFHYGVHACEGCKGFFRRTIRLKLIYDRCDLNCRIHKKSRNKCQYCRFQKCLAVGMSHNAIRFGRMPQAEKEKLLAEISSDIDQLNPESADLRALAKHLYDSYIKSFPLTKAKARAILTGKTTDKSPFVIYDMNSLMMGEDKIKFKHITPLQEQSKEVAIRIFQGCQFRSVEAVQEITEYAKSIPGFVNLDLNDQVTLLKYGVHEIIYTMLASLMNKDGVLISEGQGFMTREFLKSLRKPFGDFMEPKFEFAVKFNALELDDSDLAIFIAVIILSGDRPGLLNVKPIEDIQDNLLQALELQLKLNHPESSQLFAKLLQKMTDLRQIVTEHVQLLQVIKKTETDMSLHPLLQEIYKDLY
RAM network inh – inhibitors of the yeast RAM network | S. cerevisiae dse1pr::URA3 reporter, 5-FOA growth OD615, 2 d; analog-sensitive cbk1-as2 kinase mutant strain | inhibition, % at 50 µM | hit rate 1.8% among 190,000 | AID 868;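 active = inhibition above a set limit, 3 SD over mean compound inhibition, cut at about 8.4% in these data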;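 note: 0% = DMSO-only wells with no growth and 100% = 10 µM 1-NA-PP1 full growth; inhibition rescues growth on 5-FOA so higher OD means more RAM inhibition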
PPARg SRC1 recr – promotes SRC-1 coactivator recruitment by human PPARgamma; P37231; PPARgamma-SRC-1 coactivator recruitment biochemical assay; hit rate 0.41% among 200,000; activation, % at 8 µM; in the data active = activation above about 19%;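 note: 0% = DMSO and 100% = reference agonist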
S1P3 antag – S1P3 (human) receptor antagonism; hit rate 0.27% among 170,000; Q99500; inhibition, % at 4.98 µM; CHO S1P3 NFAT-BLA reporter, FRET fluorescence, antagonist mode; AID 485;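 active = inhibition above the plate cutoff, the mean inhibition of test wells on that plate plus 3 SD, cut at about 28% in these data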;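 note: cells challenged with S1P at its EC80 of 0.8 µM; blue over green emission ratio from cleaved BLA substrate after 4 h stimulation; 0% = S1P-stimulated wells and 100% = unstimulated DMSO-only wells; some compounds past the cut are filed as inactive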
Target sequence (Q99500 whole entry, looked up): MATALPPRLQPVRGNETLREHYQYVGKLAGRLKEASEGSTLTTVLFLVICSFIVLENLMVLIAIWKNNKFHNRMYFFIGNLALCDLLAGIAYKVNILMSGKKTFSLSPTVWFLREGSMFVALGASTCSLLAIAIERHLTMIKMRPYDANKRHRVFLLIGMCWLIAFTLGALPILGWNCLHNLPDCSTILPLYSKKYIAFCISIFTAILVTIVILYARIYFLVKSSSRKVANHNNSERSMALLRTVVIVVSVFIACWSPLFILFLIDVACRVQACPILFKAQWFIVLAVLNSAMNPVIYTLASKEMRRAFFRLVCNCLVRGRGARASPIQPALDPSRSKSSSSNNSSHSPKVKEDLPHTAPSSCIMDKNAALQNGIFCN
STAT1 blocker – STAT1 signaling inhibition; inhibition, % at 5.5 µM; NIH 3T3 STAT1-luciferase reporter, IFN-gamma, luminescence; hit rate 0.35% among 200,000;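 active = inhibition above a set limit, the mean inhibition across all tested compounds plus 3 SD, cut at about 34% in these data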;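 note: 0% = IFN-gamma with DMSO and 100% = IFN-gamma with 300 µM nifuroxazide; values of inactives mirror those of a sister screen read the other way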
STAT3 blocker – STAT3 signaling inhibition; U3A cells, IL-6 STAT3-luciferase reporter, luminescence; host cell line lacks STAT1; inhibition, % at 5.5 µM; hit rate 0.89% among 190,000;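 active = inhibition above the mean inhibition across all screened compounds plus 3 SD, cut at about 44% in these data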;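 note: 0% = DMSO only wells and 100% = 100 µM nifuroxazide control wells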
TLR4-MyD88 BLA – TLR4-MyD88 interaction inhibition in cells; inhibition, % at 8.4 µM; hit rate 0.18% among 200,000; O00206+Q99836; HeLa CL3-4 TLR4/MyD88 BLA complementation, FRET ratio; in the data active = inhibition above about 25%;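 note: 0% = vehicle and 100% = reference inhibitor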
SRC2 TRFRET art – counter-screen for PPARgamma SRC-2 recruitment agonists: TR-FRET artefact; hit rate 0.4% among 200,000; active compounds read high; TR-FRET ratio at 8 µM; in the data active = TR-FRET ratio above about 2000; note: inactives centre near 1500
PPARg SRC-3 ag – PPARgamma-driven SRC-3 recruitment agonism | biochemical PPARgamma/SRC-3 coactivator recruitment assay | hit rate 0.26% among 200,000 | activation, % at 8 µM | AID 731; in the data active = activation above about 23%;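 note: 0% = DMSO and 100% = reference agonist; some compounds past the cut are filed as inactive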
* hit, by the source's call.

How did C=CCOC(=O)C1=C(C)NC(SCC(=O)Nc2nccs2)=C(C#N)C1c1cccs1 (stereo not drawn) do in these assays?
STAT3 activator: 98; PPARg SRC2 recr: 8; RAM network inh: 3.6; PPARg SRC1 recr: -1; STAT1 blocker: 11; STAT3 blocker: 7; TLR4-MyD88 BLA: -21; SRC2 TRFRET art: 1496; PPARg SRC-3 ag: 4

Results for O=C(Nc1ncc(S(=O)(=O)c2ccc([N+](=O)[O-])cc2)s1)c1cccc2ccccc12 ?
STAT3 activator: 97; ROMK primary: 0.015; PPARg SRC2 recr: -2; RAM network inh: 4.2; PPARg SRC1 recr: 11; S1P3 antag: 4; STAT1 blocker: 3; STAT3 blocker: 5; TLR4-MyD88 BLA: 5; SRC2 TRFRET art: 1494; PPARg SRC-3 ag: 6

What do the screens show for `CCc1noc(C)c1C(=O)NCCc1ccc(OC)c(OC)c1`?
STAT3 activator: 104; PPARg SRC2 recr: 0; RAM network inh: -0.9; PPARg SRC1 recr: 10; S1P3 antag: -12; STAT1 blocker: -3; STAT3 blocker: 0; TLR4-MyD88 BLA: 4; SRC2 TRFRET art: 1696; PPARg SRC-3 ag: 3

Results for O=C(Nc1ccc(N2CCOCC2)cc1)c1ccc(S(=O)(=O)N2CCCCC2)cc1 ?
STAT3 activator: 99; PPARg SRC2 recr: 11; RAM network inh: 3.4; PPARg SRC1 recr: -2; S1P3 antag: -10; STAT1 blocker: 8; STAT3 blocker: 5; TLR4-MyD88 BLA: 2; SRC2 TRFRET art: 1510; PPARg SRC-3 ag: -3

Results for COc1cc2c(cc1OC)CN(c1nc(CN3CCOCC3)nc3sc4c(c13)CCC(C)C4)CC2 (stereo not drawn) ?
STAT3 activator: 90; ROMK primary: -0.36; PPARg SRC2 recr: 5; RAM network inh: -0.4; PPARg SRC1 recr: 4; S1P3 antag: -11; STAT1 blocker: 16; STAT3 blocker: 14; TLR4-MyD88 BLA: 1; SRC2 TRFRET art: 1432; PPARg SRC-3 ag: -2

How did CCN(CC)CCNC(=O)CCCCn1c(=S)[nH]c2c([nH]c3ccc(OC)cc32)c1=O do in these assays?
STAT3 activator: 98; ROMK primary: -0.08; PPARg SRC2 recr: 8; RAM network inh: -0.8; PPARg SRC1 recr: 2; S1P3 antag: -12; STAT1 blocker: 5; STAT3 blocker: 8; TLR4-MyD88 BLA: -8; SRC2 TRFRET art: 1615; PPARg SRC-3 ag: 5

Results for CCS(=O)(=O)N1CCC(C(=O)NCc2cccs2)CC1 ?
STAT3 activator: 102; PPARg SRC2 recr: 1; RAM network inh: 0.2; PPARg SRC1 recr: -4; S1P3 antag: 22; STAT1 blocker: 9; STAT3 blocker: 3; TLR4-MyD88 BLA: -11; SRC2 TRFRET art: 1544; PPARg SRC-3 ag: -8

Results for O=C(CSCc1cccc(F)c1)NCc1ccccc1 ?
STAT3 activator: 101; ROMK primary: 0.53; PPARg SRC2 recr: 3; RAM network inh: -0.7; PPARg SRC1 recr: -3; S1P3 antag: 9; STAT1 blocker: -36; STAT3 blocker: 6; TLR4-MyD88 BLA: 8; SRC2 TRFRET art: 1860; PPARg SRC-3 ag: 4

How did CCN(CC)c1ccc(NC(=O)c2cnn(CC)c2)cc1 do in these assays?
STAT3 activator: 87; PPARg SRC2 recr: 22*; RAM network inh: 2.7; PPARg SRC1 recr: 12; STAT1 blocker: -10; STAT3 blocker: 18; TLR4-MyD88 BLA: -27; SRC2 TRFRET art: 1842; PPARg SRC-3 ag: 27*

What do the screens show for `CC1=CCC(C(C)(C)NC(=O)c2ccccc2)C/C1=N\O` (stereo not drawn)?
STAT3 activator: 101; PPARg SRC2 recr: 9; PPARg SRC1 recr: -3; S1P3 antag: 9; STAT1 blocker: -1; STAT3 blocker: 3; TLR4-MyD88 BLA: 2; SRC2 TRFRET art: 1505; PPARg SRC-3 ag: -1

How did CCOC(=O)c1c(C)c(C(=O)NCCc2ccc(S(N)(=O)=O)cc2)c(C)n1CC do in these assays?
STAT3 activator: 105; ROMK primary: 0.013; PPARg SRC2 recr: -5; RAM network inh: 2.4; PPARg SRC1 recr: -4; S1P3 antag: -30; STAT1 blocker: 4; STAT3 blocker: 0; TLR4-MyD88 BLA: 5; SRC2 TRFRET art: 1479; PPARg SRC-3 ag: -1

How did Cc1ccc(NC(=O)N2CCC(C(=O)NCC(C)C)CC2)cc1 do in these assays?
STAT3 activator: 94; PPARg SRC2 recr: 7; RAM network inh: 0.6; PPARg SRC1 recr: 17; S1P3 antag: -28; STAT1 blocker: 6; STAT3 blocker: 13; TLR4-MyD88 BLA: 5; SRC2 TRFRET art: 1731; PPARg SRC-3 ag: 7

Results for O=S(=O)(NCCNS(=O)(=O)c1ccccc1)c1ccccc1 ?
STAT3 activator: 103; ROMK primary: -1.5; PPARg SRC2 recr: 1; RAM network inh: -0.8; PPARg SRC1 recr: -1; STAT1 blocker: 0; STAT3 blocker: -3; TLR4-MyD88 BLA: 0; SRC2 TRFRET art: 1616; PPARg SRC-3 ag: 7

What do the screens show for `Cc1c(NS(=O)(=O)N2CCCC2)c(=O)n(-c2ccccc2)n1C`?
STAT3 activator: 105; ROMK primary: 1.1; PPARg SRC2 recr: -8; RAM network inh: 0.4; PPARg SRC1 recr: 2; S1P3 antag: 1; STAT1 blocker: -3; STAT3 blocker: -3; TLR4-MyD88 BLA: -3; SRC2 TRFRET art: 1357; PPARg SRC-3 ag: 3

Results for Cc1ccc(Cn2ccc(NC(=O)c3cc(-c4ccc5c(c4)OCO5)on3)n2)cc1 ?
STAT3 activator: 103; ROMK primary: 0.17; PPARg SRC2 recr: -6; RAM network inh: 5.2; PPARg SRC1 recr: -1; S1P3 antag: 3; STAT1 blocker: 2; STAT3 blocker: -3; TLR4-MyD88 BLA: -9; SRC2 TRFRET art: 1302; PPARg SRC-3 ag: -7

The final three entries of the section above open the next one.
Results for O=S(=O)(NCCNS(=O)(=O)c1ccccc1)c1ccccc1 ?
STAT3 activator: 103; ROMK primary: -1.5; PPARg SRC2 recr: 1; RAM network inh: -0.8; PPARg SRC1 recr: -1; STAT1 blocker: 0; STAT3 blocker: -3; TLR4-MyD88 BLA: 0; SRC2 TRFRET art: 1616; PPARg SRC-3 ag: 7

What do the screens show for `Cc1c(NS(=O)(=O)N2CCCC2)c(=O)n(-c2ccccc2)n1C`?
STAT3 activator: 105; ROMK primary: 1.1; PPARg SRC2 recr: -8; RAM network inh: 0.4; PPARg SRC1 recr: 2; S1P3 antag: 1; STAT1 blocker: -3; STAT3 blocker: -3; TLR4-MyD88 BLA: -3; SRC2 TRFRET art: 1357; PPARg SRC-3 ag: 3

Results for Cc1ccc(Cn2ccc(NC(=O)c3cc(-c4ccc5c(c4)OCO5)on3)n2)cc1 ?
STAT3 activator: 103; ROMK primary: 0.17; PPARg SRC2 recr: -6; RAM network inh: 5.2; PPARg SRC1 recr: -1; S1P3 antag: 3; STAT1 blocker: 2; STAT3 blocker: -3; TLR4-MyD88 BLA: -9; SRC2 TRFRET art: 1302; PPARg SRC-3 ag: -7

What do the screens show for `N#C/C(=C/c1ccc(Sc2nc3ccccc3[nH]2)o1)c1cccc(Br)c1`?
STAT3 activator: 102; ROMK primary: -0.94; PPARg SRC2 recr: 8; RAM network inh: 3.3; PPARg SRC1 recr: -1; STAT1 blocker: 11; STAT3 blocker: -2; TLR4-MyD88 BLA: -9; SRC2 TRFRET art: 1645; PPARg SRC-3 ag: 4

Results for CCN(CC)S(=O)(=O)c1ccc(N2CCOCC2)c(NC(=O)c2ccc(F)cc2)c1 ?
STAT3 activator: 113; ROMK primary: -0.017; PPARg SRC2 recr: 0; RAM network inh: -0.6; PPARg SRC1 recr: 5; S1P3 antag: 1; STAT1 blocker: -1; STAT3 blocker: -14; TLR4-MyD88 BLA: -1; SRC2 TRFRET art: 1473; PPARg SRC-3 ag: -1

What do the screens show for `CC(=O)Nc1ccc(NC(=O)Cc2ccc(F)cc2)cc1`?
STAT3 activator: 98; ROMK primary: 0.49; PPARg SRC2 recr: 4; RAM network inh: 0.5; PPARg SRC1 recr: 1; S1P3 antag: -15; STAT1 blocker: -7; STAT3 blocker: 7; TLR4-MyD88 BLA: 0; SRC2 TRFRET art: 1594; PPARg SRC-3 ag: 3

What do the screens show for `COC(=O)c1cccc(S(=O)(=O)N2CCC(c3nc4ccccc4o3)CC2)c1`?
STAT3 activator: 92; ROMK primary: -0.32; PPARg SRC2 recr: 3; RAM network inh: 2.2; PPARg SRC1 recr: 1; STAT1 blocker: 7; STAT3 blocker: 12; TLR4-MyD88 BLA: 11; SRC2 TRFRET art: 1684; PPARg SRC-3 ag: 0

How did COc1ccc(/C=N/n2cnnc2SCc2ccccc2)cc1 do in these assays?
STAT3 activator: 104; PPARg SRC2 recr: 6; RAM network inh: 1.1; PPARg SRC1 recr: -3; S1P3 antag: -22; STAT1 blocker: -6; STAT3 blocker: 4; TLR4-MyD88 BLA: 1; SRC2 TRFRET art: 1529; PPARg SRC-3 ag: 0

Results for CC1=C(C(=O)OCC(C)C)C(c2ccc(F)cc2)NC(=O)N1 (stereo not drawn) ?
STAT3 activator: 100; PPARg SRC2 recr: 2; RAM network inh: 0.1; PPARg SRC1 recr: 9; S1P3 antag: 6; STAT1 blocker: 4; STAT3 blocker: 5; TLR4-MyD88 BLA: 9; SRC2 TRFRET art: 1453; PPARg SRC-3 ag: -8

What do the screens show for `CCOc1ccc(N=Nc2c(C)noc2C)cc1`?
STAT3 activator: 98; ROMK primary: 0.81; PPARg SRC2 recr: 5; RAM network inh: 2.6; PPARg SRC1 recr: -1; S1P3 antag: -9; STAT1 blocker: -23; STAT3 blocker: 5; TLR4-MyD88 BLA: 0; SRC2 TRFRET art: 1588; PPARg SRC-3 ag: 3

What do the screens show for `O=C(CSc1ncn[nH]1)c1cc2ccccc2o1`?
STAT3 activator: 100; ROMK primary: 0.17; PPARg SRC2 recr: 6; RAM network inh: 0.1; PPARg SRC1 recr: -6; S1P3 antag: -1; STAT1 blocker: 0; STAT3 blocker: 3; TLR4-MyD88 BLA: 5; SRC2 TRFRET art: 1535; PPARg SRC-3 ag: 3

How did CC(C)c1nnc(-c2ccc(Cl)cc2)c(N(C)C)n1 do in these assays?
STAT3 activator: 96; ROMK primary: 0.63; PPARg SRC2 recr: 4; RAM network inh: 0.1; PPARg SRC1 recr: -4; STAT1 blocker: 1; STAT3 blocker: 10; TLR4-MyD88 BLA: -4; SRC2 TRFRET art: 1452; PPARg SRC-3 ag: -12

Results for Cc1cc(OCC(=O)N2CCOCC2)cc2oc(=O)c3ccccc3c12 ?
STAT3 activator: 87; ROMK primary: -0.057; PPARg SRC2 recr: -9; RAM network inh: 2.5; PPARg SRC1 recr: -4; S1P3 antag: 8; STAT1 blocker: 2; STAT3 blocker: 20; TLR4-MyD88 BLA: 12; SRC2 TRFRET art: 1626; PPARg SRC-3 ag: 14
